14-3-3 Bad PPI: disrupts binding of bovine 14-3-3 zeta to phospho-Bad peptide | P63103 | TR-FRET 14-3-3zeta/Dy647-pBad peptide displacement, 1 h | inhibition, % at 21.7 µM | 0.71% of 220,000 active;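 active = inhibition above about 70%, limit read from the data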;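 also: 0% = full 14-3-3 plus peptide FRET controls and 100% = background without 14-3-3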
FXIa inh: inhibitors of human coagulation factor XIa; P03951; purified FXIa, Boc-Glu-Ala-Arg-AMC fluorogenic substrate; inhibition, % at 5 µM; 0.14% of 220,000 active; AID 798;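 active = inhibition of at least 40%; inactive = inhibition below 40%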;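 also: fluorescence of freed AMC excited at 355 nm; 0% = enzyme without compound and 100% = no enzyme blank; many of its hits are not listed in these tables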
Rad51 HR inh: blocks human Rad51 in homologous recombination | hRad51 DNA strand exchange, fluorescence dequenching | 0.085% of 200,000 active | inhibition, % at 10 µM | AID 1385;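 active = inhibition above 40% at the single screening dose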;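 also: 0% = DMSO control wells and 100% = blanks with heterologous ssDNA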
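material = hRad51 filaments on single-stranded DNA | reagent = Donor/quencher-labelled 47-bp dsDNA substrate | compound = 10 µM final, single point | schedule = strand-exchange reaction 15 min at room temperature | measured by = fluorescein emission 520 nm, excitation 485 nm | read-out basis = % inhibition versus plate control and blank means | benchmarks = plate controls and plate blanks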
p97 ATPase inh: human p97 ATPase inhibition | P55072 | recombinant p97 ATPase, Kinase-Glo ATP luminescence, 3 h | AID 1481 | 0.42% of 220,000 active | inhibition, % at 8 µM; in the data active = inhibition above about 15%;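 also: 0% = DMSO vehicle and 100% = wells lacking enzyme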
eIF4E 4G PPI: eIF4E/eIF4G interaction inhibition in translation initiation | 0.37% of 220,000 active | inhibition, % at 21.7 µM | AID 782 | P63073+Q04637 | TR-FRET eIF4E-eIF4GI(517-606) binding, 2 h;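 active = inhibition above about 30%, limit read from the data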;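 also: 0% = full FRET control wells and 100% = background wells lacking eIF4GI fragment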
FXIIa inh: inhibitors of human coagulation factor XIIa; P00748; purified FXIIa, Boc-QGR-AMC fluorogenic substrate, 2 h; inhibition, % at 5 µM; 0.3% of 220,000 active; AID 800; in the data active = inhibition above about 40%;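 also: 0% = enzyme with no compound and 100% = blank without enzyme; many of its hits are not listed in these tables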
hK5 inh: kallikrein 5 (human) inhibition; Q9Y337; recombinant hK5, fluorogenic AMC substrate cleavage; inhibition, % at 5 µM; 0.59% of 210,000 active; AID 873;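 active = inhibition of 40% or more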;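 also: 0% = enzyme controls without compound and 100% = no-enzyme blanks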
Wee1 degr inh: blocks degradation of human Wee1 kinase; P30291; HeLa Luc-Wee1K328M stability, luciferase luminescence; 100% = proteasome inhibitor MG132 effect; reporter increase, % at 5 µM; 1.2% of 220,000 active; AID 1321;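 active = activation above the mean of all tested compounds plus 3 SD, set per screening run, cut at about 8.8% in these data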;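 also: cells exposed to compound for 20 h before luminescence read; 0% = DMSO alone and 100% = MG132 at 30 µM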
MDM2 E3 inh: blocks human Mdm2 ubiquitin ligase activity. cell-based MDM2 ubiquitination luciferase reporter, 2 h; 0 = plate control, 100 = twice control, blank-subtracted. Q00987. AID 1230. signal enhancement, % at 5 µM. 0.11% of 210,000 active;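 active = signal enhancement of 30% or more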;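 also: luminescence tracks abundance of the self-degrading MDM2-luciferase fusion protein; higher signal means inhibition of MDM2 E3 ligase activity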
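Timing – 2 h compound exposure at 37 °C · Assay system – mammalian cells stably expressing self-ubiquitinating, self-degrading MDM2 E3–luciferase fusion · Amount – 2000 cells seeded into each well · Measure – % luminescence enhancement versus blank-corrected plate control mean · Measured by – SteadyLite luminescence, 15 min reagent step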
Starred values were filed as active, the others as inactive; · = not tested or not shown; [ ] = remark or other dose.

Preview, three compounds:
SMILES	14-3-3 Bad PPI	FXIa inh	Rad51 HR inh	p97 ATPase inh	eIF4E 4G PPI	FXIIa inh	hK5 inh	Wee1 degr inh	MDM2 E3 inh
Cc1cccc(OCCNC(=O)c2ncn[nH]2)c1	4[fluorescence artefact?]	1	5	5	3[fluorescence artefact?]	13	5	-4	-22
Cc1nnc(SCc2nnc(-c3ccccc3Br)o2)n1-c1ccccc1	8	-7	2	3	-9	1	-21	-2	2
Cn1nc(C(F)(F)F)c(C(=O)Nc2ccc(F)cc2F)c1Sc1ccc(C(F)(F)F)cc1	-7	3	4	0	7	17	-11	-2	-15

The list itself, from the start:
SMILES	14-3-3 Bad PPI	FXIa inh	Rad51 HR inh	p97 ATPase inh	eIF4E 4G PPI	FXIIa inh	hK5 inh	Wee1 degr inh	MDM2 E3 inh
Cc1cccc(OCCNC(=O)c2ncn[nH]2)c1	4[fluorescence artefact?]	1	5	5	3[fluorescence artefact?]	13	5	-4	-22
Cc1nnc(SCc2nnc(-c3ccccc3Br)o2)n1-c1ccccc1	8	-7	2	3	-9	1	-21	-2	2
Cn1nc(C(F)(F)F)c(C(=O)Nc2ccc(F)cc2F)c1Sc1ccc(C(F)(F)F)cc1	-7	3	4	0	7	17	-11	-2	-15
CC1CCC(NC(=O)C2CCC(CNS(=O)(=O)c3cccc4nsnc34)CC2)CC1 (stereo not drawn)	5	-6	-6	1	5[fluorescence artefact?]	4	-1	-1	-7
COc1ccccc1C(=O)NNC(=O)CCCN1C(=O)/C(=C/c2cccs2)SC1=S	12[fluorescence artefact?]	9	-27	4	1[fluorescence artefact?]	13	-4	-2	-4
O=C1CSC(c2ccccc2[N+](=O)[O-])N1c1cccc(F)c1 (stereo not drawn)	4	-2	·	-1	1	7	-3	4	-7
C1CC1Cc1noc(CN2CCN(C3C4CC5CC(C4)CC3C5)CC2)n1 (stereo not drawn)	-5	6	0	6	-1	10	2	-1	-24
Cc1ccc2cc(NC(=O)Cc3ccccc3)ccc2n1	0	14	4	3	-4	8	4	1	-14
CCC(=O)c1c[nH]c(C(=O)NCCCN2CCOCC2)c1	-2	-5	5	2	0	-15	-3	0	-11
Cc1ccc(NC(=O)CN2C(=O)N/C(=C/c3ccc(C)s3)C2=O)cc1	0	-6	-133	5	-3	2	-6	-2	-1
Cc1ccc2cc(CN(CCN3CCOCC3)Cc3nnnn3Cc3ccco3)c(=O)[nH]c2c1C	-8	-3	-17	-1	17[fluorescence artefact?]	2	4	5	-7
CC(=O)Nc1cccc(C(=O)NC(C)c2ccc(S(N)(=O)=O)cc2)c1 (stereo not drawn)	21	4	4	1	-2	4	-1	-1	-28
O=C(NCCc1ccccc1)c1ccccc1NC(=O)C1CCCCC1C(=O)O (stereo not drawn)	-8	-2	-18	0	-1	6	3	3	-6
CCn1cc(CNC(=O)C2C3CCC(C3)C2C(=O)O)cn1 (stereo not drawn)	-2	7	·	4	-10	18	-16	0	-15
Cc1ccc(C)c(-n2c(N)c(C(N)=O)sc2=S)c1	-9	2	-3	1	3	2	2	0	-6
O=C(O)c1cc(N2C(=O)C3C4C=CC(C4)C3C2=O)ccc1N1CCOCC1 (stereo not drawn)	7	4	-1	-4	2	19	20	-1	-4
CC(C)(C)n1nnnc1C(c1cccs1)N(Cc1cccnc1)Cc1ccccc1Cl (stereo not drawn)	-5	2	3	-7	-2	1	-5	-1	-4
NC(=O)C1CCN(c2nc(-c3ccc(Br)cc3)cs2)CC1	-13[fluorescence artefact?]	8	4	2	15	12	-13	-1	2
NC(=O)c1sc2nnc(-c3ccccc3)c(-c3ccccc3)c2c1N	-2	1	-26	4	-4	11	2	-1	3
COc1ccc(CCC(=O)NC(C)C)cc1	-1	2	-23	4	14	1	-11	-2	2
COc1ccc(CCNCC(=O)N2C(C)CCCC2C)cc1OC (stereo not drawn)	12	-5	-23	-4	-2	4	-7	7	-10
CCCC(=O)NCCc1cc2c(C)ccc(C)c2[nH]c1=O	-13[fluorescence artefact?]	4	-9	7	6	3	0	-1	-12
c1ccc(-c2cnn3nnnc3n2)cc1	-10	6	2	-7	3	17	12	0	-17
COC(=O)c1ccc(C(=O)NC(=S)Nc2nc3c(s2)CCCC3)cc1	-3[fluorescence artefact?]	-2	2	3	2[fluorescence artefact?]	6	-3	0	-16
CC1(c2ccccc2)NC(=O)N(CC(=O)NCCC2=CCCCC2)C1=O (stereo not drawn)	-2	1	-6	-7	-6	18	-7	-1	-19

(listing goes on)
SMILES	14-3-3 Bad PPI	FXIa inh	Rad51 HR inh	p97 ATPase inh	eIF4E 4G PPI	FXIIa inh	hK5 inh	Wee1 degr inh	MDM2 E3 inh
COC(=O)C(C)Sc1ccc2nnc(-c3cccc(F)c3)n2n1 (stereo not drawn)	13	5	-2	1	0[fluorescence artefact?]	8	-4	-1	-10
Cc1cc(C)nc(N2CCC(C(=O)NCC3CCCCC3)CC2)n1	5	-27	3	3	-2	9	2	-2	-17
C/C=C\C=C/C(=O)Nc1cccc(C2=NOC3(C2)C[C@@H](C(N)=O)N(C(=O)CCCCC)C3)c1 (stereo partly drawn)	-3	-4	-1	·	1	1	-5	·	-2
O=C(Cn1nnc2ccccc21)OCC(=O)c1ccc(F)cc1	3	-2	12	2	-2	4	-1	-3	-5
CCn1c(Cc2ccccc2)nnc1SCC(=O)Nc1nc2ccccc2s1	8[fluorescence artefact?]	-5	5	-4	-3[fluorescence artefact?]	9	-8	-1	5
Cc1ncc([N+](=O)[O-])n1CC(=O)N/N=C/c1ccccc1F	6	1	5	-2	6	9	5	1	-15
CC1CN(c2nc3ccccc3cc2-c2ccccc2)CC(C)O1 (stereo not drawn)	-2	-6	14	1	6	1	-5	0	0
Cc1ccc(C)c(NC2=C(Cl)C(=O)OC2OC(=O)c2ccco2)c1 (stereo not drawn)	-7	-9	-2	-4	-7	3	0	1	-6
CCCc1noc(-c2ccc(-c3ccccc3)cc2)n1	6	-24	0	4	1	5	-20	-1	-5
COc1ccc(-n2c(C)cc(C(=O)CSc3nn4c(=O)c(C(C)(C)C)nnc4s3)c2C)cc1	1	7	-39	2	2	2	-21	3	-10
C#CCOc1ccc(/C=N/NC(=O)c2cccnc2)cc1OCC	-23	-6	0	3	8	7	-25	-3	-24
COc1ccc(C)cc1-n1c(C)cc(C=O)c1C	-5	1	10	1	1	7	-2	-1	-8
O=C(CO/N=C/c1ccccc1OC(F)F)NC1CCCCC1	-4	5	·	1	4	7	-23	1	·
Cc1nc(SCCC(=O)O)c2ccccc2n1	-1	2	-9	6	-6	4	2	0	-17
CC(Cc1cccs1)NC(=O)c1cccs1 (stereo not drawn)	3	-1	-9	-5	2	·	3	4	-6
Cc1ccc(C)c(NC(=O)C2C(c3ccccc3)C2(Cl)Cl)c1 (stereo not drawn)	-1	-8	1	0	1	6	-25	-4	-14
O=C(CCCN1C(=O)/C(=C/c2ccccc2)SC1=S)Nc1ccccc1O	1	0	·	7	2	4	0	-3	-12
Cn1ncc(Cl)c(Oc2ccc(C(C)(C)C)cc2)c1=O	-24	5	-2	3	-6	7	-21	0	-4
C/C(Cc1ccccc1)=N\NC(=O)C1CCCCC1	5	-4	9	-1	4	2	-11	0	7
COC(=O)c1ccccc1NC(=S)NC(NC(=O)c1ccccc1[N+](=O)[O-])C(Cl)(Cl)Cl (stereo not drawn)	26	3	3	-2	9	17	-17	-2	-8
CCCc1nc(N2CCN(S(=O)(=O)c3ccc(Cl)cc3)CC2)c2c(C)c(C)sc2n1	6	6	-3	-6	-1	6	2	1	-14
O=S(=O)(Nc1ccc(N2CCOCC2)nn1)c1ccccc1	8	1	0	1	-6	12	11	1	-11
COc1ccc(Cl)cc1CSc1ncn[nH]1	-4	-4	6	-3	-6	0	-1	-1	-14
O=C(Nc1ccc(COc2ccccc2)cc1)c1cccc([N+](=O)[O-])c1	4	15	·	-2	-3[fluorescence artefact?]	10	9	1	-10
CC(C)c1nc(SCC(=O)N2c3ccccc3CC2C)c2ccccc2n1 (stereo not drawn)	-3	-10	12	-3	-17	-3	-5	2	-22

Going on with the list:
SMILES	14-3-3 Bad PPI	FXIa inh	Rad51 HR inh	p97 ATPase inh	eIF4E 4G PPI	FXIIa inh	hK5 inh	Wee1 degr inh	MDM2 E3 inh
O=C(c1ccc([N+](=O)[O-])cc1Cl)N1CCN(c2ccccn2)CC1	-5	1	·	3	0	5	1	-2	0
O=C1CC(c2ccccc2)CCc2sccc2N1 (stereo not drawn)	-11	4	2	0	-4	12	14	-3	-7
COCC(C)NCc1cccc([N+](=O)[O-])c1 (stereo not drawn)	45	9	1	1	8	6	2	-2	-7
O=C(Nc1cccc(C(=O)N2CCN(c3cccc(Cl)c3)CC2)c1)c1ccccc1	-11	-1	13	-1	-1	9	2	4	-7
O=C(Nc1nnc(C2=COCCO2)o1)c1ccc(S(=O)(=O)N2CCCC2)cc1	-3	11	8	2	-4	2	-17	-2	1
O=C(Nc1cnccn1)c1cccs1	9	-6	1	-5	3[fluorescence artefact?]	2	-1	0	0
CCOC(=O)CCCNC(=O)COc1ccccc1C#N	-7[fluorescence artefact?]	2	-9	6	9	9	31	-4	-6
O=C(OCc1ccc2c(c1)OCO2)c1ccc(S(=O)(=O)N2CCCC2)cc1	3	-4	7	5	4	-6	2	-3	-9
COc1ccc(OCCCC(=O)Nc2ccc(N3CCOCC3)cc2)cc1	-13	15	10	2	2	11	2	1	-6
COc1ccc2oc(=O)c(/C(C)=N/NC(=O)c3ccncc3)cc2c1	10[fluorescence artefact?]	4	-8	3	3	7	-11	8	-13
N#Cc1c(-c2ccccc2)cc(-c2ccco2)c(C#N)c1N	12	-5	·	4	-2	1	-53	0	-5
OCCCc1nc2ccccc2n1CCc1ccccc1	0	-11	-2	2	-2	-6	-4	6	5
OCCCc1nc2n(n1)C(c1cccs1)C=C(c1ccccc1)N2 (stereo not drawn)	-8[fluorescence artefact?]	9	-425	4	6[fluorescence artefact?]	14	-11	1	-14
CCOc1ccc(N=C(/C(C(=O)C(=O)N2CCOCC2)=C(\O)c2ccccc2)c2ccccc2)cc1	-9	0	·	-4	-6	2	-9	7	1
COc1cccc(OC)c1OCCN1CCN(C(=O)c2ccco2)CC1	25[fluorescence artefact?]	-2	2	4	-15[fluorescence artefact?]	2	-15	2	-5
CC(Oc1ccccc1F)C(=O)Nc1ccc2ccccc2c1 (stereo not drawn)	-2[fluorescence artefact?]	8	-5	-5	4	13	-2	9.3*	-3
CCOC(=O)c1c(C)oc2c1c(C=NCC1CCCO1)c(O)c1ccccc12 (stereo not drawn)	6	7	·	0	-3	25	-8	1	-1

Of the compounds above, these have a COOH group:
SMILES	14-3-3 Bad PPI	FXIa inh	Rad51 HR inh	p97 ATPase inh	eIF4E 4G PPI	FXIIa inh	hK5 inh	Wee1 degr inh	MDM2 E3 inh
O=C(NCCc1ccccc1)c1ccccc1NC(=O)C1CCCCC1C(=O)O (stereo not drawn)	-8	-2	-18	0	-1	6	3	3	-6
CCn1cc(CNC(=O)C2C3CCC(C3)C2C(=O)O)cn1 (stereo not drawn)	-2	7	·	4	-10	18	-16	0	-15
O=C(O)c1cc(N2C(=O)C3C4C=CC(C4)C3C2=O)ccc1N1CCOCC1 (stereo not drawn)	7	4	-1	-4	2	19	20	-1	-4
Cc1nc(SCCC(=O)O)c2ccccc2n1	-1	2	-9	6	-6	4	2	0	-17

Compounds as they come; about 3.5% have a hit in one of these screens.
